p53 reactivator – qHTS assay for re-activators of p53 using a Luc reporter. H1299 p53-A138V BP100-luciferase reporter, luminescence, 24 h. Potency, µM (highest dose often 92.2 µM), without a hit: top-dose activity change, positive = activation, usual class: activators. actives 0.063% (n = 320,000). AID 504706, 2011; note: potency is the fitted concentration of half-maximal effect; % of control where 0% means no effect; nearly all actives have a fitted effect of over 45% in size
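p53-null H1299 cells stably carrying temperature-sensitive p53-A138V and a BP100-luciferase reporter were pinned with compounds (4-point, 1:5 series) and held 24 hrs at 37 deg C. Luminescence was read 10 min after detection reagent.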
Rab9 promoter act – qHTS Assay for Rab9 Promoter Activators. Huh7 Rab9 promoter-luciferase reporter, luminescence, 24 h. Potency, µM (series often up to 9.22 µM), for inactives: at the highest dose activation, negative = inhibition, usual class: activators. actives 2.8% (n = 320,000); note: potency is the fitted concentration of half-maximal effect; % of control where 0% means no effect; nearly all actives have a fitted effect of over 60% in size
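Rab9 promoter-driven luciferase in stably transfected Huh7 cells; 1500 cells/well rested 2 h, exposed to compound in DMSO for 24 h at 37 °C, 5% CO2. Luminescence read 10 min after adding luciferase reagent at ambient temperature.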
TRPV1 ag – HTS Assay for Compounds that Act as Agonists of the Vanilloid Receptor 1; Transient receptor potential cation channel subfamily V member 1 (Homo sapiens), Q8NER1; TRPV1-expressing cells, Fluo-8 calcium influx, agonist mode; activation, % at 8.33 µM; actives 0.19% (n = 320,000); in the data active = activation above about 80%; inconclusive = between about 30% and that limit; note: 0% is about no effect
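Cells expressing TRPV1 were dye-loaded with Fluo-8 and read kinetically: 10 s baseline, 3 min after compound (agonist portion), then 2 min after EC20 capsaicin (allosteric enhancer portion). Calcium-bound dye fluorescence at 480/520 nm.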
Tb PFK block – qHTS Assay to Find Inhibitors of T. brucei phosphofructokinase. T. brucei PFK, ADP-Glo luminescence. Potency, µM (doses to about 57.5 µM), without a hit: at the top dose activity, negative = inhibition, usual class: inhibitors. actives 0.17% (n = 330,000). AID 485367, 2010;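 note: potency is the fitted concentration of half-maximal effect; 0% = uninhibited 1x PFK enzyme wells and -100% = no-enzyme wells; nearly all actives have a fitted effect of over 60% in size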
Target sequence (O15648 whole entry, looked up): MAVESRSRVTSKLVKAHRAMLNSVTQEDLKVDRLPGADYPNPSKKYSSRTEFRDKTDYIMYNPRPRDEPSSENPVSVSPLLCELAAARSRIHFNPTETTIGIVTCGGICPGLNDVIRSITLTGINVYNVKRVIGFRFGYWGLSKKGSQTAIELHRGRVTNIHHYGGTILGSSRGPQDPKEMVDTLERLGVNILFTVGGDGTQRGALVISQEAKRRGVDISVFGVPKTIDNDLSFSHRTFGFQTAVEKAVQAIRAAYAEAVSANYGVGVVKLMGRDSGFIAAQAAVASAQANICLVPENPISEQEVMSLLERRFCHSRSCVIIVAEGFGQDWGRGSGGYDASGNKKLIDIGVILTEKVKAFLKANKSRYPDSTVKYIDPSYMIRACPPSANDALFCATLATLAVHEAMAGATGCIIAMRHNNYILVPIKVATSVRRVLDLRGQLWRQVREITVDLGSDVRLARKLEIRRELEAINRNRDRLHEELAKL
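PFK 1.25 nM, F6P 0.5 mM, ATP 0.1 mM, 0.1 M TEA pH 8.0, 5 mM MgCl2, 0.01% Tween20, 0.1% BSA; 45 min RT. ADP-Glo readout. qHTS titration up to 57 uM; curves fitted, compounds curve-classed.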
NPC1 prom act – qHTS Assay for NPC1 Promoter Activators | Huh7 NPC1 promoter luciferase reporter, 24 h | Potency, µM (titrated, usually from 9.22 µM), inactives show at the highest dose activation, actives largely listed as activators | actives 2.4% (n = 320,000);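 note: potency is the fitted concentration of half-maximal effect; % of control where 0% means no effect; nearly all actives have a fitted effect of over 60% in size; reporter is driven by a mutant NPC1 promoter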
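Quantitative HTS used a cell-based reporter: Huh7 cells stably bearing the NPC1 promoter upstream of luciferase were treated with compounds for 24 h, and promoter activation was read as luminescence.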
BRCA1 expr up – qHTS Assay to Identify Small Molecule Activators of BRCA1 Expression | MCF7-BRCA1-FFLuc reporter, luminescence, 48 h; response scale: scaled: vehicle 0%, 10 µM genistein 100% | Potency, µM (series often up to 46.1 µM), without a hit: at the highest dose activation, hits mostly activators | actives 1.1% (n = 380,000); note: potency is the fitted concentration of half-maximal effect; nearly all actives have a fitted effect of over 80% in size; some results filed as inactive show a strong effect at the top dose
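Compounds are tested at multiple concentrations on MCF7 BRCA1-luciferase reporter cells seeded at 2000 per well; after 48 h, a single luminescence end-point is taken and curves fitted to the normalized data.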
ELG1 genotoxic – qHTS screen for small molecules that induce genotoxicity in human embryonic kidney (HEK293T) cells expressing luciferase-tagged ELG1; HEK293T ELG1-luciferase reporter, luminescence, 16 h; Potency, µM (series often up to 46 µM), for the others: at the highest dose activity change, positive = activation, most hits filed as activators; actives 1.3% (n = 330,000); note: potency is the fitted concentration of half-maximal effect; % of control where 0% means no effect; nearly all actives have a fitted effect of over 60% in size
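HEK293T cells expressing luciferase-tagged ELG1 were exposed to compound or DMSO vehicle for 16 hr at 37 °C and 5% CO2. Luciferase activity was then measured with ONE-Glo after 30 min at room temperature.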
FLuc counter – qHTS profiling assay for firefly luciferase inhibitor/activator using purifed enzyme and Km concentrations of substrates (counterscreen for miR-21 project); Luciferin 4-monooxygenase (Photinus pyralis), P08659; Potency, µM (highest dose often 57.5 µM), inactives show at the highest dose activity change, negative = inhibition, usual class: inhibitors; purified FLuc, Km substrates, luminescence inhibition; actives 6.9% (n = 360,000); AID 588342, 2011;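 note: potency is the fitted concentration of half-maximal effect; plate controls were vehicle for no effect and reference inhibitor for full effect; nearly all actives have a fitted effect of over 55% in size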
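Purified P. pyralis luciferase (10nM final) with 10uM D-luciferin and 10uM ATP (Km levels) in 50mM Tris acetate pH 7.5, 10mM Mg acetate, 0.01% Tween-20, 0.05% BSA; qHTS 6-point titration, ~60 µM downward; luminescence read.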
Gal4-VP16 FLuc – VP16 counterscreen qHTS for inhibitors of ROR gamma transcriptional activity. Drosophila S2 Gal4-VP16 UAS-luciferase, luminescence, 20 h. Potency, µM (doses to about 53.6 µM), for the others: at the highest dose activity, negative = inhibition, usual class: inhibitors. actives 3.5% (n = 310,000). AID 2546, 2010;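 note: Gal4-VP16 expression switched on by copper sulfate through the metallothionein promoter; potency is the fitted concentration of half-maximal effect; % is set by controls: 0 for no effect and ±100 for the full control effect; nearly all actives have a fitted effect of over 50% in size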
RORgamma inh – qHTS for inhibitors of ROR gamma transcriptional activity; Drosophila S2 Gal4-RORgamma UAS-luciferase reporter, 20 h; AID 2551, 2010; Nuclear receptor ROR-gamma (Mus musculus), P51450; actives 5.4% (n = 310,000); Potency, µM (top dose mostly 53.6 µM), for inactives: at the top dose activity change, negative = inhibition, usual class: inhibitors; note: potency is the fitted concentration of half-maximal effect; % is set by controls: 0 for no effect and ±100 for the full control effect; nearly all actives have a fitted effect of over 60% in size
Target sequence (P51450 whole entry, looked up, the tested form may be a part): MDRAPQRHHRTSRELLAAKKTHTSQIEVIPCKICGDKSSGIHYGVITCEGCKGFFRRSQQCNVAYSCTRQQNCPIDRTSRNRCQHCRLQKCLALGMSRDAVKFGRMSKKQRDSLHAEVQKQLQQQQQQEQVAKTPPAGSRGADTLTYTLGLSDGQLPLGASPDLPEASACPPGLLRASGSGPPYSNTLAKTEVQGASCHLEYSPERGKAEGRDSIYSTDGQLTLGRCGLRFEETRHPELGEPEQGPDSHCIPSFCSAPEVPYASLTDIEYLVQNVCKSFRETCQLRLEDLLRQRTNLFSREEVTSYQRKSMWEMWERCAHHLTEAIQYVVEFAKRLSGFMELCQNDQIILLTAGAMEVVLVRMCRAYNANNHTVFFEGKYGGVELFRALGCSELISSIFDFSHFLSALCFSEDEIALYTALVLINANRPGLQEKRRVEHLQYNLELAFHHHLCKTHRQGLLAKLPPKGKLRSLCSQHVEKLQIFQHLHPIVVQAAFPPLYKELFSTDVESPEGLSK
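Stably transfected Drosophila Schneider cells are the test system, with ROR gamma fused to Gal4 and luciferase under UAS control; luminescence is read after 20 hr of 700 uM copper sulfate induction at ambient temperature.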
ELG1 repair inh – qHTS screen for small molecules that inhibit ELG1-dependent DNA repair in human embryonic kidney (HEK293T) cells expressing luciferase-tagged ELG1; Potency, µM (highest dose often 46.1 µM), inactives show at the top dose activity change, negative = inhibition, most hits filed as inhibitors; actives 2.3% (n = 330,000); AID 504467, 2011; HEK293T ELG1-luciferase reporter, luminescence, 16 h; DNA damage induced by 5-fluorouridine; note: potency is the fitted concentration of half-maximal effect; % is set by controls: 0 for no effect and ±100 for the full control effect; nearly all actives have a fitted effect of over 55% in size
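Quantitative HTS, concentration-response format. 2,000 cells/well co-treated with 5-fluorouridine and compound, 16 hr in 5% CO2 at 37 °C; ONE-Glo luminescence read after 30 min.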
* hit, by the source's call; ? = inconclusive; . = no result given; & = joins results of further samples; [ ] = remark or other dose. Unless noted, calls come from the whole dose curve; as a rule, active = well fitted curve in the direction sought with a large enough effect; inconclusive = small, poorly fitted or top-dose-only effect, or another doubt; inactive = no such curve, though single readings can be large; an effect the other way counts as inactive or inconclusive.

SMILES	Rab9 promoter act	ELG1 genotoxic	RORgamma inh	TRPV1 ag	Gal4-VP16 FLuc	BRCA1 expr up	ELG1 repair inh	Tb PFK block	p53 reactivator	NPC1 prom act	FLuc counter
Cc1ccc(S(=O)(=O)N2CCCC(C(=O)NC3CC3)C2)cc1 (configuration not stated)	-3%	0%	-30%	-3	13%	-4%	4%	1%	-3%	-2%	2%
O=C(OC(C(=O)NCc1ccc2c(c1)OCO2)c1ccc(Cl)cc1)c1ccco1 (configuration not stated)	6%	1%	-5%	26	1%	16%	-9%	5%	-3%	4%	-16%
COc1ccc(NC(=O)N2CCCC(c3nc(-c4ccc(F)cc4)no3)C2)cc1 (configuration not stated)	0%	-1%	?	27	?	29%	-5%	-3%	0%	-8%	-14%
O=C1c2cc(F)ccc2OC2(CCNCC2)C12CC(c1ccccc1)=NO2 (configuration not stated)	-2%	-1%	-36%	1	-18%	-35%	21%	-5%	-3%	-5%	1%
CCCCc1nnc(NC(=O)c2cccc(S(=O)(=O)N3CCN(C)CC3)c2)s1	6%	-4%	-37%	-5	0%	-14%	-10%	3%	-13%	0%	3%
Cc1[nH][nH]c(=O)c1C=Nc1ccc(C(F)(F)F)cc1	-9%	4%	6%	4	-2%	1%	6%	1%	-2%	-3%	0%
Cn1c(=O)c(=O)n(C)c2cc(S(=O)(=O)N3CCCC3C(=O)Nc3ccc(F)cc3)ccc21 (configuration not stated)	3%	4%	-2%	1	-1%	-12%	?	2%	6%	2%	-1%&-1%
Cn1c(CCNC(=O)OC(C)(C)C)n[nH]c1=S	-5%	3%	-12%	2	10%	21%	5%	5%	4%	1%	1%
COc1cccc2sc(N(CCN(C)C)C(=O)c3ccc(S(=O)(=O)N4CCCC4)cc3)nc12	1%	0%	-13%	-1	2%	2%	?	0%	6%	3%	0%
Cc1nonc1NC(=O)N1CCCC1	0%	2%	-11%	0	0%	5%	13%	1%	0%	-3%	1%
CC1Nc2ccccc2C(=O)N1NS(=O)(=O)c1ccccc1 (configuration not stated)	-6%	-1%	-8%	-3	2%	-5%	-9%	8%	-2%	-1%	3%
CCCC/C(C)=N/NC(=O)NC1CCCCC1	-1%	3%	20%	5	0%	4%	20%	-1%	?	-5%	0%

Remaining list, next part:
SMILES	Rab9 promoter act	ELG1 genotoxic	RORgamma inh	TRPV1 ag	Gal4-VP16 FLuc	BRCA1 expr up	ELG1 repair inh	Tb PFK block	p53 reactivator	NPC1 prom act	FLuc counter
Cc1ccc(S(=O)(=O)N2CCOC23CCN(C(=O)C(=O)NCc2ccccc2)CC3)cc1	0%	5%	.	-3	.	-23%	-2%	-2%	0%	0%	-3%
Cc1ccccc1CN(c1ccc(C(=O)N2CCc3ccccc3C2)cc1)S(C)(=O)=O	-2%	-5%	?	?	?	-46%	15µM*	2%	1%	-2%	3%
CS(=O)(=O)N1CCN(c2ccc([N+](=O)[O-])c(NCc3ccccc3)c2)CC1	-7%	1%	26%	5	-7%	-41%	-2%	-7%	-2%	0%	-2%
Cc1ccc(C(=O)NCc2ccc3c(c2)OCO3)o1	0%	4%	0%[1.91 µM]	10	-11%	25%	9%	0%	7%	6%	-11%
CNc1nc(C)nc(-c2ccccc2O)n1	11%	11%	21%	.	10%	28%	?	-4%	9%	7%	?
Cc1cc(C)nc(NS(=O)(=O)c2ccc(CC(C)C)cc2)c1	-4%	0%	1%	?	5%	-23%	13%	-2%	1%	-2%	5%
CC(C)OC(=O)/C(C#N)=C\c1cccnc1	-4%	0%	-22%	1	1%	-7%	11%	0%	0%	-1%	4%
CC(=O)c1ccc(NC(=S)NC(=O)Cc2ccc(Cl)cc2)cc1	-5%	-1%	?	15	-9%	-4%	17%	1%	2%	-1%	0%
CC1CCCN(C(=O)C(=O)Nc2ccc3nc4n(c(=O)c3c2)CCCCC4)C1 (configuration not stated)	3%	-1%	30%	3	4%	-11%	-22%	-2%	4%	-3%	-1%
CC(=O)NC(c1ccccc1)c1cc([N+](=O)[O-])c2cccnc2c1O (configuration not stated)	-16%	13%	7.9µM*	-2	-28%	-67%	?	-6%	10%	-14%	?
Cc1nn(CC(=O)NCCC2=CCCCC2)c(C)c1S(=O)(=O)N(C)C	.	0%	.	.	.	3%	8%	4%	-8%	.	.
O=C(CN1CCCCCC1)NCCN1C(=O)S/C(=C\c2ccccc2Cl)C1=O	-29%	-5%	-3%	2	18%	-27%	-15%	7%	6%	-3%	-7%

Additional results.
SMILES	Rab9 promoter act	ELG1 genotoxic	RORgamma inh	TRPV1 ag	Gal4-VP16 FLuc	BRCA1 expr up	ELG1 repair inh	Tb PFK block	p53 reactivator	NPC1 prom act	FLuc counter
C=CCSc1nnc(NC(=O)c2c(CC)noc2C)s1	-4%	-1%	.	-2	.	-19%	15%	-6%	4%	-6%	-11%
CC(C)(CN1CCCC1)NS(=O)(=O)c1ccc(Cl)cc1	5%	-5%	-26%	-2	-10%	15%	2%	4%	-4%	1%	-1%
O=S(=O)(NC1CCCCC1)c1ccc(-c2csnn2)s1	-5%	1%	25%	3	4%	0%	-1%	1%	0%	-4%	1%
CC1CCCC(NC(=O)Cn2c(Cl)nc3c2c(=O)n(C)c(=O)n3C)C1C (configuration not stated)	.	-7%	.	.	.	-43%	?	0%	-5%	.	.
COC(=O)c1cc(NC(=O)c2ccc(OC)cc2)c(=O)oc1C	3%	5%	13%	16	-21%	-3%	?	-1%	2%	-4%	-7%
CCOC(=O)c1cc2c(=O)n3ccccc3nc2n(Cc2ccco2)c1=NC(=O)c1ccc(OC)cc1OC	-2%	-2%	-5%	0	-5%	2%	-13%	-3%	-6%	-4%	0%
COc1cccc(C2=NN(C(=O)c3ccccc3)C(O)(C(F)(F)F)C2)c1 (configuration not stated)	-5%	-1%	10µM*	23	?	-39%	-10%	3%	0%	0%	-11%
OCCN(CCCn1c(-c2ccncc2)nc2ccccc21)c1nc(CN2CCCCC2)cs1	-3%	3%	-6%	3	-4%	9%	10%	-1%	11%	-3%	4%
O=C(NC(=O)c1ccc(Cl)c(Cl)c1)OC1CCS(=O)(=O)C1 (configuration not stated)	-4%	2%	-7%[0.365 µM]	0	.	3%	-1%	-1%	-1%	0%	2%
Cn1nc(C(F)(F)F)c(C(=O)Nc2ccc(F)cc2F)c1Sc1cccc(Cl)c1	-2%	-4%	-9%	.	1%	-19%	-11%	-2%	0%	1%	0%
CCC(C)NC(=O)c1cc(Cl)ccc1OC (configuration not stated)	-3%	3%	-39%	-2	-8%	14%	6%	-4%	-1%	1%	0%
O=C(CSc1ncnc2sccc12)N1CCN(C(=O)c2cccs2)CC1	1%	-4%	.	1	.	-4%	?	-10%	15%	1%	-7%

(cont.)
SMILES	Rab9 promoter act	ELG1 genotoxic	RORgamma inh	TRPV1 ag	Gal4-VP16 FLuc	BRCA1 expr up	ELG1 repair inh	Tb PFK block	p53 reactivator	NPC1 prom act	FLuc counter
CCc1c(C)sc(NC(=O)/C=C/C(=O)O)c1C(N)=O	12%	2%	-92%	4	-4%	-1%	3%	8%	-1%	-13%	-7%
COc1ccc(NC(=O)c2sc3nc(N4CCOCC4)c4c(c3c2N)CC(C(C)C)OC4)c(OC)c1 (configuration not stated)	-7%	-1%	-19%	0	-1%	-7%	-12%	-3%	29%	5%	2%
O=C(CSc1nc2ccsc2c(=O)n1Cc1ccccc1)NCC1CCCO1 (configuration not stated)	-1%	2%	44%	24	18%	-6%	-5%	0%	-3%	0%	-1%
CC(=O)OCCNC(=O)c1cccnc1	1%	-1%	-20%&3%	3	-7%&6%	8%	-2%	0%	-3%	2%	0%

Compounds were not picked by outcome; about 15% have a hit in one of these screens.
